Screening results deposited in PubChem BioAssay by National Center for Advancing Translational Sciences (NCATS).
CCT modulator – cytosolic chaperonin activity modulation. purified chaperonin ATPase assay, HTRF ADP detection, 30 min. activity change, % (test concentration not listed), hits read low. 360,000 compounds, 0.3% hits; in the data active means activity change below about -30%; further: on the % scale 0 is the no-effect control and ±100 the full control effect
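Nucleotide hydrolysis assay: TRiC at 20–40 nM final (set by batch activity) with 10 uM ATP, 30 min at 37 °C, in presence of 76 uM compound. Detection by competitive ADP HTRF, 30 min ambient.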
EPAC2 agonist – activates human EPAC2 exchange factor. EPAC2 activation, biochemical qHTS; response scale: 100% = 6.5 mM cAMP response. Potency, µM (doses to about 154 µM), for the others: top-dose activation, actives largely listed as activators. Q8WZA2. AID 720711. 360,000 compounds, 0.079% hits; further: potency means the concentration at half of the fitted maximal effect; nearly all actives have a fitted effect of over 50% in size
Target sequence (Q8WZA2 whole entry, looked up): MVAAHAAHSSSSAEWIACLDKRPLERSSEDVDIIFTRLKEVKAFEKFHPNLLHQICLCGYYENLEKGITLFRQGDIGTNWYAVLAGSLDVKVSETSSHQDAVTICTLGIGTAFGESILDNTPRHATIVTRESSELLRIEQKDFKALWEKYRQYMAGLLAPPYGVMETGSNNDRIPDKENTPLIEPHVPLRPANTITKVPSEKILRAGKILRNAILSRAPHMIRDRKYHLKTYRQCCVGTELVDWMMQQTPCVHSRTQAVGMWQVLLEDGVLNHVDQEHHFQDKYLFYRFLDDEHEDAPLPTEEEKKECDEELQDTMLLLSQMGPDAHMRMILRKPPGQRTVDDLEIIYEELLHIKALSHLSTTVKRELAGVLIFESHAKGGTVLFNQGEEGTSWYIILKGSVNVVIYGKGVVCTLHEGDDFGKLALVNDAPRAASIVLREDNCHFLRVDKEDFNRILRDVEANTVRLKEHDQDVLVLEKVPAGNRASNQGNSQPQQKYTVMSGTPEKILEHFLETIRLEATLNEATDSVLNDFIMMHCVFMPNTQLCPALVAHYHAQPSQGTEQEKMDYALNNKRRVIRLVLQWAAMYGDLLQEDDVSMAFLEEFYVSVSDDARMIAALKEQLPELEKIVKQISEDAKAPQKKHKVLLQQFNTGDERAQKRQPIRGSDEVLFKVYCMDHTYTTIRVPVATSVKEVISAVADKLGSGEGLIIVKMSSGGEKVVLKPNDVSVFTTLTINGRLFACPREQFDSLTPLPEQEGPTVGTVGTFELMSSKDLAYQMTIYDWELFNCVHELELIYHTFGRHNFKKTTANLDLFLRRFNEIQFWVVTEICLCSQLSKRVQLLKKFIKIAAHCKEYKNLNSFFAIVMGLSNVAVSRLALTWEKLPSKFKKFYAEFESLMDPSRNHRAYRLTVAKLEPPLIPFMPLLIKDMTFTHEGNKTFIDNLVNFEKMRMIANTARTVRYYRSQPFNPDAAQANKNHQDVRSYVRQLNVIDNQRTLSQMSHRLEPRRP
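Fluorescence exchange assay: 100 nM EPAC2 with 250 nM RAP1B-BODIPY-GDP and 50 uM GDP; compounds tested as a concentration-titration series (qHTS). Loss of Rap1-bound BODIPY-GDP fluorescence read at 480/540 nm; data normalized to 6.5 mM cAMP.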
pAkt inh – blocks phosphorylation of Akt. Neuro2A IGF-stimulated pAkt S473 HTRF, 20 min; active compounds read low. activity change, % for hits at 50 µM. AID 651550. 360,000 compounds, 0.32% hits; in the data active means activity change below about -80%; inconclusive means mostly about -51% to -80%; further: on the % scale 0 is the no-effect control and ±100 the full control effect
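Neuro2A cells (4,500/well, DMEM with 0.5% FBS) were treated with compound at a single 50 µM final concentration, stimulated with 6 nM IGF for 20 min at 37 °C, and lysed. Phospho-Akt Ser473 was read by HTRF as 665/615 ratio ×10^4.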
Nrf2 activator – Nrf2 pathway activation | AREc32 ARE-luciferase reporter (MCF7-derived line), luminescence, 24 h | 410,000 compounds, 0.31% hits | Potency, µM (highest dose often 46.1 µM), for inactives: top-dose activation, most hits filed as activators | AID 624171; further: potency means the concentration at half of the fitted maximal effect; % of control where 0% means no effect; nearly all actives have a fitted effect of over 65% in size
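Nrf2 activation is followed as ARE-luciferase induction in the AREc32 line after one day of compound treatment; luminescence is read with Steady-Glo.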
Nrf2 inh – inhibitors of Nrf2 signaling; A549 ARE-Fluc reporter, luciferase luminescence, 18-24 h; Potency, µM (doses to about 46 µM), for the others: at the highest dose activity change, negative = inhibition, most hits filed as inhibitors; 360,000 compounds, 2.1% hits; AID 504444; further: potency means the concentration at half of the fitted maximal effect; on the % scale 0 is the no-effect control and ±100 the full control effect; nearly all actives have a fitted effect of over 60% in size
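Nrf2 function is reported as luminescence of an ARE-controlled luciferase in A549 cells. Compounds were tested at several concentrations, and a CellTiter-Fluor read on the same wells flagged cytotoxicity.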
MmCpn inh – M. maripaludis TRiC chaperonin inhibition. purified Mm-Cpn ATPase, ADP Transcreener TR-FRET. Potency, µM (series often up to 76.9 µM), for inactives: at the highest dose activity, negative = inhibition, most hits filed as inhibitors. 330,000 compounds, 0.031% hits; further: potency means the concentration at half of the fitted maximal effect; on the % scale 0 is the no-effect control and ±100 the full control effect; nearly all actives have a fitted effect of over 80% in size
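Compound-treated chaperonin, 25 nM final, turns over 10 uM ATP at 37°C for 30 min following a 10 min preincubation; ADP generated competes with ADP-d2 for Eu-cryptate antibody, lowering FRET.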
A549 tox – counter-screen for Nrf2 inhibitors: cytotoxicity in A549 cells; Potency, µM (doses to about 46 µM), inactives show at the highest dose activity change, negative = cytotoxicity, hits mostly inhibitors; A549 ARE-Fluc cells, CellTiter-Fluor viability, 18-24 h; 390,000 compounds, 0.16% hits; further: potency means the concentration at half of the fitted maximal effect; on the % scale 0 is the no-effect control and ±100 the full control effect
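Cytotoxicity counterscreen: CellTiter-Fluor fluorescence was measured in A549 ARE_Fluc cells after 18-24 h of compound exposure in a concentration series. The subsequent BugLite luminescent read reports ARE-luciferase activity.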
EPAC2 antag – antagonists of human EPAC2; 360,000 compounds, 0.18% hits; EPAC2 GEF exchange of Rap1B-BODIPY-GDP, fluorescence; Potency, µM (top dose mostly 114 µM), for inactives: at the highest dose activity, negative = inhibition, actives largely listed as inhibitors; Q8WZA2; further: potency means the concentration at half of the fitted maximal effect; on the % scale 0 is the no-effect control and ±100 the full control effect; nearly all actives have a fitted effect of over 45% in size; many of its hits are not listed in these tables
TGFb SMAD3 inh – inhibitors of TGF-b signaling. HepG2 CAGA-GFP TGF-b/SMAD3 reporter, GFP fluorescence, 18 h; TGF-beta stimulated, 500 pg/mL final. Potency, µM (doses to about 46.1 µM), inactives show at the highest dose activity, negative = inhibition, most hits filed as inhibitors. AID 588855. 410,000 compounds, 1.2% hits; further: potency means the concentration at half of the fitted maximal effect; on the % scale 0 is the no-effect control and ±100 the full control effect; nearly all actives have a fitted effect of over 65% in size
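Inhibition was scored as loss of TGF-beta-induced (500 pg/mL final, 18 hours, 37 degrees C) GFP in HEPG2 cells carrying a CAGA-GFP reporter, in DMEM with 1% FBS. Well GFP was summed per cell; Activity was normalised to unstimulated and stimulated DMSO wells, then concentration-response fitting.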
Starred values were filed as active, the others as inactive; i = inactive; ? = inconclusive; . = no result given; [ ] = another dose, or the depositor's remark. Unless noted, the call rests on the fitted dose curve; in most records, active means well fitted curve in the direction sought with a large enough effect; inconclusive means small, poorly fitted or top-dose-only effect, or another doubt; inactive means no such curve, though single readings can be large; an effect the other way counts as inactive or inconclusive.

Results follow in this order: CCT modulator	EPAC2 agonist	pAkt inh	Nrf2 activator	Nrf2 inh	MmCpn inh	A549 tox	EPAC2 antag	TGFb SMAD3 inh
#1 O=C(CSc1nnc(NC(=O)c2ccc(F)cc2)s1)NC1CC1
→ -0.9	4.9%	i	0.7%	?	0.6%	0.7%	-2.0%	10.1%
#2 N#CCCn1cc(/C=N/O)c(-c2cccc([N+](=O)[O-])c2)n1
→ -1.7	3.1%	i	-0.5%	?	0.4%	-1.9%	10.0%	?
#3 Cc1ccc(NC(=O)c2ccco2)c(NC(=O)CN2C(=O)c3ccccc3C2=O)c1
→ -0.2	2.0%	i	-0.3%	10.9%	0.3%	7.7%	5.1%	11.5%
#4 Cn1c(=O)c2nc(SCCO)n(C)c2n(C)c1=O
→ -2.0	2.8%	i	0.0%	-0.2%	.	0.7%	-0.5%	9.4%
#5 CCC1C2CN(C(C)=O)CC=C2C(C#N)=C(N)C1(C#N)C#N (stereo not given)
→ 0.5	?	i	2.5%	0.5%	0.7%	10.6%	-15.3%	-8.9%
#6 COc1ccc(CC(=O)N2CCN(S(=O)(=O)c3cc(Cl)ccc3Cl)CC2)cc1
→ 1.6	-1.3%	i	-0.5%	3.6%	0.0%	5.7%	0.6%	?
#7 CCC(=O)N1CCC1(C)C(=O)Nc1ccc2c(c1)OCO2 (stereo not given)
→ -1.6	15.5%	i	-0.3%	.	.	.	-4.5%	14.1µM*
#8 Cc1cc(S(N)(=O)=O)c(N)c(S(N)(=O)=O)c1
→ -25.8	8.7%	i	-0.7%	?	?	5.8%	1.9%	-13.2%
#9 CN(C)S(=O)(=O)c1ccc(NC(=O)CN2CCCc3ccccc32)cc1
→ -2.7	8.6%	i	-0.4%	?	0.3%	-5.9%	-13.4%	6.7%
#10 CCOC(=O)CSc1nc2nc(C)cc(C)n2n1
→ 0.0	10.1%	i	-0.8%	2.5%	-2.1%	-2.8%	4.8%	2.0%
#11 CCOC(=O)C1(Cc2ccc(OC)cc2)CCN(C(=O)CC2CCC(=O)N2)CC1 (stereo not given)
→ 0.6	3.2%	i	0.3%	1.2%	1.7%	1.3%	-2.1%	4.3%
#12 CC(C)(C)NC(=O)c1ccc(C(=O)NC(C)(C)C)cc1
→ 0.2	9.5%	i	2.8%	21.2%	2.1%	0.5%	2.5%	0.4%
#13 C/C(=N\NC(=O)C(=O)Nc1cccc(C(F)(F)F)c1)c1ccc(Cl)s1
→ 1.2	-5.1%	i	-0.4%	?	1.7%	-2.4%	2.4%[57.1 µM]	17.0%
#14 O=c1[nH]n(-c2ccc([N+](=O)[O-])cc2)c(=O)c2ccccc12
→ -2.8	5.4%	i	-0.5%	2.1%	0.6%	-10.5%	-2.0%	1.4%
#15 CCN(c1ccccc1)c1nc2nonc2nc1NCCO
→ 1.1	13.1%	i	3.2%	-41.6%	3.2%	-3.2%	3.1%	22.7%
#16 C/C(=N\NC(=O)c1nnn(-c2nonc2N)c1CN(C)c1ccccc1)c1cccs1
→ -0.4	-10.7%	i	0.1%	-5.8%	-0.8%	-5.8%	0.5%	0.6%
#17 CCn1cc(-c2n[nH]c(=S)n2-c2ccc(C)cc2Br)c(=O)c2ccc(C)nc21
→ 1.5	4.6%	i	3.3%	-0.2%	?	-0.1%	3.1%	0.1%
#18 Cc1nc(N2CCN(c3ccccn3)CC2)c2c(C)c(C(=O)Nc3ccc(Cl)cc3)sc2n1
→ -2.3	7.5%	i	-0.5%	?	-3.6%	0.0%	6.0%	7.4%
#19 Cc1cc2oc(=O)cc(CN3CCOCC3)c2cc1O
→ 1.9	2.9%	i	0.4%	5.1%	-4.3%	-14.7%	1.0%	-2.1%
#20 COc1ccc(Cl)cc1NC(=O)CN(C)C(=O)c1cccc(S(=O)(=O)N2CCN(C)CC2)c1
→ -0.1	-0.4%	i	1.7%	-2.0%	0.3%	15.2%	8.7%	4.9%
#21 CCCCSCCCNC(=O)c1ccc(CS(=O)(=O)c2ccc(OC)cc2)o1
→ -28.6	7.5%	i	2.3%	-6.5%	3.2%	2.2%	1.6%	8.1%
#22 Cc1ccc(-c2nc(CS(=O)(=O)CC(=O)N3CCN(c4ccccc4)CC3)c(C)o2)cc1
→ .	.	.	0.3%	?	.	-26.7%	.	11.2µM*
#23 CC(=O)Nc1ccc(S(=O)(=O)N2CCC(C(=O)NC3CCCC3)CC2)cc1
→ 0.8	5.3%	i	-2.4%	13.6%	0.4%	2.6%	-5.4%	6.0%
#24 CNC(=O)c1ccc(NC(=O)CN2c3cccc4cccc(c34)S2(=O)=O)cc1
→ 1.8	7.4%	i	0.1%	-25.5%	-6.0%	-2.6%	0.3%	0.8%
#25 Cc1ccc(Cl)cc1NC(=O)Cn1c(=O)c(CNc2ccccc2)cc2cc3c(cc21)OCCO3
→ .	.	.	3.1%	?	.	0.5%	.	-1.0%
#26 COC(=O)c1cccc(NC(=O)c2ccc[n+]([O-])c2)c1
→ 0.4	3.4%	i	0.0%[9.22 µM]	0.1%	1.5%	-5.1%	-0.1%	-5.7%
#27 Cc1csc(=O)n1CC(=O)OC(C)C(=O)Nc1cccc(Cl)c1 (stereo not given)
→ 0.8	-2.9%	i	0.3%	2.7%	-1.1%	2.1%	3.3%	5.5%
#28 CSCC[C@H](NC(=O)OC(C)(C)C)c1nnc(SCC(N)=O)o1
→ -0.7	-6.0%	i	0.1%	8.0%	-0.2%	-5.0%	2.7%	-15.3%
#29 O=C(CSc1nnnn1C1CCCC1)N1CCCc2ccccc21
→ -2.9	14.9%	i	-0.3%	11.5%	0.6%	?	-4.4%	-8.0%
#30 CCCCOc1ccc(-c2nnn(CC(=O)NCc3ccco3)n2)cc1
→ -1.7	1.4%	i	11.9%	8.8%	1.9%	-11.9%	4.2%	-18.7%

The results go on:
Results follow in this order: CCT modulator	EPAC2 agonist	pAkt inh	Nrf2 activator	Nrf2 inh	MmCpn inh	A549 tox	EPAC2 antag	TGFb SMAD3 inh
#31 CCCN1C2CCCC1CC(NC(=O)Nc1cccc(C(C)=O)c1)C2 (stereo not given)
→ -0.9	3.3%	i	2.2%	2.5%	-1.4%	14.5%	-0.3%	0.0%
#32 CC(=O)Nc1cncc(-c2ccccc2C(C)=O)n1
→ -4.1	12.9%	i	-0.8%	.	.	.	9.8%	1.5%
#33 CCCCOc1nnc(-c2ccc(OCC)cc2)c2ccccc12
→ .	.	.	0.6%	-0.6%	.	-0.5%	.	-14.3%
#34 CCN(CCCNC(=O)c1nn(-c2ccc(C)cc2)c(=O)c2c1c1ccccc1n2C)c1cccc(C)c1
→ .	.	.	-1.0%	-16.0%	.	-11.1%	.	-25.2%
#35 CN(C)CCN(Cc1cc2cc3c(cc2[nH]c1=O)OCO3)C(=S)NCC1CCCO1 (stereo not given)
→ -0.1	-2.7%	i	0.0%	8.1%	1.1%	2.1%	13.4%	4.9%
#36 CCOc1cc(C(N)=O)cc(Br)c1OC
→ 1.7	1.2%	i	0.3%	?	3.2%	9.9%	11.9%	-0.3%
#37 Cc1cc(NNC(=O)c2ccccc2)nc(NNC(=O)c2ccccc2)n1
→ 1.1	-0.7%	i	0.2%	3.6%	1.6%	-0.1%	1.7%	0.0%
#38 Cc1ccc(S(=O)(=O)N2CCN(c3ccc([N+](=O)[O-])c4cccnc34)CC2)cc1
→ 0.9	4.2%	i	0.3%	-10.3%	-1.3%	-7.3%	5.4%	?
#39 COCCNC(=O)Cc1ccc(Br)cc1
→ -2.8	10.4%	i	0.1%	-22.0%	0.8%	-11.4%	-4.9%	0.0%
#40 COCCn1c(=NC(=O)c2ccc(S(=O)(=O)N3CCc4ccccc4C3)cc2)sc2cc(S(N)(=O)=O)ccc21
→ 0.2	-6.6%	i	-0.4%	2.5%	?	8.9%	-2.7%	4.9%
#41 CCN(CC)c1ccc(C2Nc3cccc4cccc(c34)N2)c(O)c1
→ 0.6	10.5%	i	21.6%	-7.2%	-1.2%	-29.6%	-2.4%	-3.9%
#42 C[C@H](NC(=O)c1nc[nH]c1C(=O)NCC(=O)OC(C)(C)C)C(=O)OC(C)(C)C
→ -1.5	-1.9%	i	0.1%	-9.7%	0.4%	-1.1%	-1.5%	-0.8%
#43 CSc1ncc(C(=O)Nc2ccc(C)c(Cl)c2)c(-c2ccccc2)n1
→ .	.	.	12.2%	7.5%	.	-8.2%	.	-6.0%
#44 CCOC(=O)/C=C1\SCC(=O)N1CCOc1cccc(Br)c1
→ -2.5	2.9%	i	0.5%	?	0.3%	-10.1%	-5.8%	17.1%
#45 CCOC(=O)c1ccc(N=Nc2c(C)[nH]n(-c3ccccc3)c2=O)cc1
→ -1.3	-0.9%	i	-0.4%	4.0%	1.6%	1.6%	8.5%	24.6%
#46 COc1ccc(N2C(=O)C(Cl)=C(N3CCN(Cc4ccccc4)CC3)C2=O)cc1
→ -1.6	6.3%	i	-0.5%	.	-0.3%	4.2%	-3.7%	6.3%
#47 CCCCOC(=O)Nc1ccc(N(C)C)cc1
→ -1.9	4.7%	i	2.8%	?	-0.6%	15.6%	1.0%	-5.8%
#48 O=C(Nc1cccc(C(=O)N2CCOCC2)c1)c1ccccc1Br
→ 1.5	-2.2%	i	-0.9%	-3.6%	1.1%	-0.4%	5.7%	-0.4%
#49 Cn1cc(C(=O)NC2CCCCCCC2)c(=O)c2cc(S(=O)(=O)N3CCCC3)ccc21
→ -0.1	-2.5%	i	0.4%	12.2%	1.8%	-4.0%	-0.9%	22.8%
#50 CCCNC(=O)c1ccc(-c2nn(C)c(=O)c3ccccc23)cc1
→ -3.0	5.5%	i	-0.2%	?	0.4%	10.6%	0.1%	6.8%
#51 CC[C@]1(C(=O)OC)[C@H]2C(=O)N(Cc3ccccc3)C(=O)[C@H]2[C@H]2CN=C(SCc3ccc(C(=O)OC)cc3)N21
→ 1.2	8.7%	i	0.9%	16.7%	-3.9%	-1.4%	-29.4%	-24.2%

Only part of the results is shown; the hit share may differ from the screen's.
